Screening data as filed in PubChem BioAssay.
Dengue-2 NS5 capping: Dengue-2 NS5 methyltransferase inhibitors, primary screen, biochemical, confirmation dose response (AID 588689). Genome polyprotein (Dengue virus type 2 (strain 16681-PDK53)). Dengue-2 NS5 methyltransferase capping enzyme assay, biochemical; higher % means a stronger effect. inhibition, % at 25 µM, or IC50 in µM where a hit was titrated. hit rate 0.3% among 340,000; in the data active = a potency from the dose series; inconclusive = inhibition above about 29% without an active follow-up result
NTR1 ag: agonists of NTR1, primary screen, imaging, U2OS cells, beta-arrestin-GFP, high content (AID 493036) | hit rate 0.17% among 330,000 | Neurotensin receptor type 1 (Homo sapiens), P30989 | NTR1-U2OS beta-arrestin-GFP spot imaging, agonist mode | activation, % at 20 µM;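 active = activation at or above 40% of the spot to cytoplasm intensity ratio, with at least 20 cells analyzed; inconclusive = wells under 20 cells, flagged as cytotoxic or low count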;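 note: 0% = DMSO without peptide and 100% = 100 nM NTR1 peptide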
Target sequence (P30989 whole entry, looked up): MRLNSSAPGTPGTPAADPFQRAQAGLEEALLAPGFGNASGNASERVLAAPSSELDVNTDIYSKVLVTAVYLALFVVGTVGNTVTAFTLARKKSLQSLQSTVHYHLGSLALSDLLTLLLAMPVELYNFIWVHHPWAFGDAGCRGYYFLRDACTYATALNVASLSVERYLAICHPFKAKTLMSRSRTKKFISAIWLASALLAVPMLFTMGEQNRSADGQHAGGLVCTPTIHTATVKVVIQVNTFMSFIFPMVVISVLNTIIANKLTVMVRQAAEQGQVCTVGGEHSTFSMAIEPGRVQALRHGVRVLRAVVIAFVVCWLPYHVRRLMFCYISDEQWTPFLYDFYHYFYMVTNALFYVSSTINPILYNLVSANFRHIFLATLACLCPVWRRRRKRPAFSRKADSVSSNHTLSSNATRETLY
WT yeast gro inh: growth inhibition of WT strain, primary screen, mitochondrial fusion inhibitor project, WT and mutant strains, chemical genetic. inhibition, % at 10 µM. hit rate 2.1% among 190,000. mitochondrial fusion phenotypic screen; in the data active = inhibition above about 58%; tested in S. cerevisiae
LYP inhibition: inhibitors of LYP phosphatase, biochemical, fluorescence intensity, uHTS (AID 1779) | hit rate 0.054% among 290,000 | recombinant LYP phosphatase, fluorescence intensity; higher % means a stronger effect | inhibition, % at 11.5 µM, or IC50 in µM where a hit was titrated | Tyrosine-protein phosphatase non-receptor type 22 (Homo sapiens); in the data active = inhibition above about 50%;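 note: plate controls were vehicle with enzyme for no effect and no enzyme for full effect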
UTI89 phage lysis: inhibition of K1F phage lysis, E. coli UTI89, bacterial capsule biogenesis inhibitors, alamar blue (AID 488966); inhibition, % at 100 µM; hits with a dose series show IC50 in µM; hit rate 0.02% among 340,000; E. coli UTI89 K1F phage lysis, alamar blue, 2 h; higher % means a stronger effect;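 active = phage lysis inhibition, versus mean bacterial control, above a set limit; inconclusive = no clear call, values can overlap the other calls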;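 note: capsule biogenesis inhibitors block K1F phage lysis so surviving cells raise fluorescence; higher fluorescence means more inhibition of phage lysis; actives were called in the ten point dose series up to 300 µM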
RSV antiviral HEp-2: RSV antiviral activity via CPE protection, HEp-2 cells, primary 10 µM value included (AID 2391). one-dose CPE inhibition, % at 10 µM; IC50 in µM for titrated hits. hit rate 0.13% among 310,000. HEp-2 cells, RSV-induced CPE inhibition; higher % means a stronger effect; in the data active = a potency from the dose series; inconclusive = CPE inhibition mostly from about 23% at the one dose, without a potency; inactive = the rest, 99 in 100 with CPE inhibition below about 21%; note: strong numbers were not always called active
AID2073: inhibitors of Mint1-CaV2.2 protein interaction, biochemical, HTRF (AID 2073); Voltage-dependent N-type calcium channel subunit alpha-1B (Homo sapiens); HTRF protein-protein interaction, Mint1-CaV2.2; higher % means a stronger effect; inhibition, % at 20 µM, or IC50 in µM where a hit was titrated; hit rate 0.19% among 290,000; in the data active = inhibition mostly above about 51%, no sharp cut-off; inconclusive = no clear call, values can overlap the other calls; inactive = mostly below about 53%; note: some results filed as inactive read as strong as hits
Autophagy HCS: autophagy modulators in MEF cells, primary screen, imaging, high-content, MEF GFP-LC3; calls only at 10 µM (by protocol); hit rate 0.98% among 190,000; MEF GFP-LC3 puncta imaging; test concentration mostly 10 µM; AID 463193, 2010;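 active = percentage of spot-positive cells more than 3 SD above its plate mean, without a fluorescence outlier flag or 80% toxicity; inconclusive = no clear call, values can overlap the other calls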;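 note: spot-positive cell cutoff set from DMSO-treated cells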
GPR35 antagonists: GPR35 antagonists blocking zaprinast-driven arrestin recruitment, primary screen, imaging, U2OS, beta-arrestin-GFP, zaprinast agonist (AID 2058); U2OS GPR35 beta-arrestin-GFP translocation imaging, zaprinast antagonism; higher % means a stronger effect; hit rate 0.052% among 290,000; G-protein coupled receptor 35 (Homo sapiens); inhibition, % at 10 µM, or IC50 in µM where a hit was titrated;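 active = inhibition of at least 50% with at least 30 cells and total cytoplasm GFP at most 10,000,000; inconclusive = under 30 cells or total GFP of 10,000,000 plus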
WT yeast gro inh mutant strain: recorded beside WT yeast gro inh, whose call it bears; inhibition, %; mitochondrial fusion phenotypic screen, mutant strain inhibition
Autophagy HCS cell loss 18 h: further read-out of Autophagy HCS, marked with its call; toxicity, %; measured here: cell loss, nuclei count;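 cell loss after 18 h compound exposure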
NTR1 ag cell count 20 µM: also measured in NTR1 ag; calls as there; cell count; measured here: cell count, cytotoxicity flag
Dengue-2 NS5 capping pilot replicate: also measured in Dengue-2 NS5 capping; calls as there; inhibition, %; measured here: pilot screen replicate inhibition
Starred values were filed as active, the others as inactive; i = inactive; u = inconclusive; x = no result given; [ ] = dose if it differs, or a comment.

SMILES	Dengue-2 NS5 capping	NTR1 ag	NTR1 ag cell count 20 µM	WT yeast gro inh	WT yeast gro inh mutant strain	LYP inhibition	UTI89 phage lysis	RSV antiviral HEp-2	AID2073	Autophagy HCS	Autophagy HCS cell loss 18 h	GPR35 antagonists	others
O=C(Cn1ccc2ccccc2c1=O)NCCC(=O)Nc1cccc(Cl)c1	-2%	-0.9	46	x	x	-4%	0.0%	1.6%	5%	x	x	8%
CN(c1cccc(NC(=O)CN(c2cccc(F)c2)S(C)(=O)=O)c1)S(C)(=O)=O	-6%	0.7	45	-9	13	-4%	-0.1%	0.6%	-8%	i	4	-6%
O=C(CNC(=O)[C@@H]1Cc2ccccc2CN1)NC1CCCCC1	-9%	-0.1	60	x	x	-5%	0.4%	5.8%	2%	x	x	12%
Cc1ccc(C(O)c2cccnc2)o1 (centres undefined)	-7%	1.9	55	-8	0	-12%	2.6%	-2.9%	2%	i	31	30%
Cc1cc(C(=O)NCc2ccco2)on1	-1%	-2.1	85	0	-15	-7%	-2.0%	3.1%	-4%	i	0	13%
CCCCc1nnc(NC(=O)c2ccc3c(=O)n4c(nc3c2)CCC4)s1	-4%	2.8	68	x	x	x	1.3%[50 µM]	-0.1%	x	x	x	x
CCOC(=O)CSc1nc2cc3c(cc2cc1CC)OCCO3	-1%	-3.3	103	39	11	4%	2.2%	1.3%	12%	i	0	-2%
COc1cc(NC(=O)C2CCCO2)c(C(=O)O)cc1OC (centres undefined)	-5%	0.9	54	-13	0	-6%	0.6%	0.1%	0%	i	0	6%
OCCC1CN(Cc2nc(-c3ccc(F)cc3)cs2)CCN1CCc1ccccc1 (centres undefined)	-5%	0.0	90	-14	19	-4%	0.1%	8.0%	-1%	i	33	-9%
CC(C)Cn1c(C(C)C)nc([N+](=O)[O-])c1Sc1ccc(Cl)cn1	-11%	-0.1	115	-3	7	-1%	0.0%	1.2%	-3%	i	4	-2%

In the list so far, these have four or more nitrogen atoms:
SMILES	Dengue-2 NS5 capping	NTR1 ag	NTR1 ag cell count 20 µM	WT yeast gro inh	WT yeast gro inh mutant strain	LYP inhibition	UTI89 phage lysis	RSV antiviral HEp-2	AID2073	Autophagy HCS	Autophagy HCS cell loss 18 h	GPR35 antagonists	others
CCCCc1nnc(NC(=O)c2ccc3c(=O)n4c(nc3c2)CCC4)s1	-4%	2.8	68	x	x	x	1.3%[50 µM]	-0.1%	x	x	x	x
CC(C)Cn1c(C(C)C)nc([N+](=O)[O-])c1Sc1ccc(Cl)cn1	-11%	-0.1	115	-3	7	-1%	0.0%	1.2%	-3%	i	4	-2%

Molecules from the list above that contain a carbonyl joined to an NH by a bond outside any ring:
SMILES	Dengue-2 NS5 capping	NTR1 ag	NTR1 ag cell count 20 µM	WT yeast gro inh	WT yeast gro inh mutant strain	LYP inhibition	UTI89 phage lysis	RSV antiviral HEp-2	AID2073	Autophagy HCS	Autophagy HCS cell loss 18 h	GPR35 antagonists	others
O=C(Cn1ccc2ccccc2c1=O)NCCC(=O)Nc1cccc(Cl)c1	-2%	-0.9	46	x	x	-4%	0.0%	1.6%	5%	x	x	8%
CN(c1cccc(NC(=O)CN(c2cccc(F)c2)S(C)(=O)=O)c1)S(C)(=O)=O	-6%	0.7	45	-9	13	-4%	-0.1%	0.6%	-8%	i	4	-6%
O=C(CNC(=O)[C@@H]1Cc2ccccc2CN1)NC1CCCCC1	-9%	-0.1	60	x	x	-5%	0.4%	5.8%	2%	x	x	12%
Cc1cc(C(=O)NCc2ccco2)on1	-1%	-2.1	85	0	-15	-7%	-2.0%	3.1%	-4%	i	0	13%
CCCCc1nnc(NC(=O)c2ccc3c(=O)n4c(nc3c2)CCC4)s1	-4%	2.8	68	x	x	x	1.3%[50 µM]	-0.1%	x	x	x	x
COc1cc(NC(=O)C2CCCO2)c(C(=O)O)cc1OC (centres undefined)	-5%	0.9	54	-13	0	-6%	0.6%	0.1%	0%	i	0	6%

For reference, some entries already given:
SMILES	Dengue-2 NS5 capping	NTR1 ag	NTR1 ag cell count 20 µM	WT yeast gro inh	WT yeast gro inh mutant strain	LYP inhibition	UTI89 phage lysis	RSV antiviral HEp-2	AID2073	Autophagy HCS	Autophagy HCS cell loss 18 h	GPR35 antagonists	others
OCCC1CN(Cc2nc(-c3ccc(F)cc3)cs2)CCN1CCc1ccccc1 (centres undefined)	-5%	0.0	90	-14	19	-4%	0.1%	8.0%	-1%	i	33	-9%
CC(C)Cn1c(C(C)C)nc([N+](=O)[O-])c1Sc1ccc(Cl)cn1	-11%	-0.1	115	-3	7	-1%	0.0%	1.2%	-3%	i	4	-2%

Next section:
SMILES	Dengue-2 NS5 capping	NTR1 ag	NTR1 ag cell count 20 µM	WT yeast gro inh	WT yeast gro inh mutant strain	LYP inhibition	UTI89 phage lysis	RSV antiviral HEp-2	AID2073	Autophagy HCS	Autophagy HCS cell loss 18 h	GPR35 antagonists	others
O=C(COc1cc2oc(=O)cc(-c3ccccc3)c2cc1Cl)NCCN1CCOCC1	3%	-0.6	62	x	x	-2%	0.5%	-1.1%	6%	x	x	1%
CCN(CC)S(=O)(=O)c1ccc(N2CCOCC2)c(NC(=O)CNCCc2ccccc2)c1	5%	-1.2	49	x	x	-1%	-1.3%[50 µM]	5.1%	6%	x	x	-6%
O=C(c1ccco1)N1CCN(C(=O)c2cnn(-c3cccc(F)c3)c2C2CCNCC2)CC1	-9%	1.2	57	x	x	-12%	0.0%	4.4%	1%	x	x	-5%
COc1ccccc1N1CCN(C(=O)/C=C/c2ccccc2)CC1	6%	-7.9	75	16	0	-1%	0.9%	1.2%	12%	i	-4	-5%
Cc1cccc(NC(=O)CCn2nc(C)cc2C)c1	-3%	-0.5	49	0	-21	-1%	0.4%	1.3%	4%	i	-2	-4%
COc1cccc(C(=O)CN2CCC(NC(=O)NC3CCCCC3)CC2)c1	5%	0.0	77	3	12	3%	0.6%	x	-8%	i	-4	2%
CCOC(=O)c1ccc(NC(=O)CC2OCCN(CC)C2=O)cc1 (centres undefined)	-1%	-0.6	59	3	-1	-9%	-0.3%	0.1%	1%	i	-3	3%
COCCCNC(=O)c1c(F)c(F)c(F)c(F)c1F	-1%	0.3	33	2	0	-2%	2.0%	1.2%	8%	i	15	-4%
CCOC(=O)Cc1csc(NC(=O)CSc2nnc(-c3ccc(NS(=O)(=O)CC)cc3)o2)n1	1%	-0.9	81	x	x	x	0.3%	-0.3%	x	i	4	x
COc1ccc(C(=O)N2c3ccc(F)cc3CCC2C)cc1OC (centres undefined)	-5%	0.3	55	8	18	2%	-0.1%	2.2%	1%	i	0	10%
O=C1CC(Cc2ccc(Cl)cc2)C(=O)N1c1ccccn1 (centres undefined)	-2%	2.4	55	-5	-7	-2%	-0.4%	1.4%	1%	i	0	9%
NC(CC(=O)O)c1ccc(Br)cc1 (centres undefined)	-4%	-1.4	45	12	25	-6%	-2.9%	0.7%	6%	i	11	-6%
CC(C)N1CCC(NC(=O)Nc2ccccc2)CC1	16%	1.3	82	2	6	-5%	0.1%	1.1%	5%	i	6	-5%
CC(=O)Nc1ccc(NC(=O)C2CCN(c3c(Cc4ccccc4)c(C)nc4ncnn34)CC2)cc1	10%	1.9	38	-16	-1	x	0.4%	0.5%	x	i	1	x
O=S(=O)(N1CCCCC1)N1CCN(c2cc(Cl)ccc2Cl)CC1	1%	x	x	74*	26*	-3%	-2.6%	17%	-18%	i	9	0%
CC(C)CC(COCc1ccc([N+](=O)[O-])cc1)N1CCN(C(=O)c2ccc(C(F)(F)F)cc2)CCC1=O (centres undefined)	-2%	8.7	75	27	4	1%	1.4%	7.5%	2%	i	-53	2%
COc1cc(NC(=O)c2ccc3c(c2)OCO3)c2ncccc2c1	2%	0.5	57	-48	-19	-10%	-1.3%	1.4%	12%	i	2	0%
Cc1ccc(CNC(=O)C2CCN(S(=O)(=O)c3ccc4c(c3)CC(C)N4C(=O)C3CC3)CC2)cc1 (centres undefined)	-8%	0.4	61	x	x	-12%	0.6%	9.2%	12%	x	x	-6%
Cc1cc(C)nc(N2CCCC(C(=O)Nc3nnc(C)s3)C2)n1 (centres undefined)	0%	0.6	80	2	13	7%	7.1%	1.0%	12%	i	3	1%
CCn1c2ccccc2c2cc(NC(=O)CSc3nnc(-c4cccc(C)c4)o3)ccc21	2%	3.0	47	24	10	-1%	0.5%	2.1%	12%	i	5	-3%
Cc1ccc(S(=O)(=O)/N=C(/Nc2nc(C)cc(C)n2)N2CCOCC2)cc1	-5%	-0.4	82	-4	-10	-7%	0.0%	2.2%	1%	i	32	3%	Dengue-2 NS5 capping pilot replicate=-6.5
Cc1c(C(=O)NCCN2CCOCC2)sc2nc(-c3ccc(F)cc3)cn12	-1%	-0.5	48	x	x	x	6.7%	5.0%	x	i	-3	x
O=C(O)C1CSCN1S(=O)(=O)c1cccc2nsnc12 (centres undefined)	-3%	2.4	51	14	5	4%	-1.8%	-0.1%	u	x	x	10%
COc1cc2[nH]c(=O)n(CCC(=O)NC3CCCC3)c(=O)c2cc1OC	-1%	-0.1	57	10	-1	-8%	0.5%	0.3%	-1%	i	-11	-7%
CC(=O)Nc1nc2cc3c(cc2s1)OCO3	-4%	3.0	85	-10	-6	-3%	0.0%	0.6%	-3%	i	15	16%
COc1ccc(CCNC(=O)COc2ccc(S(=O)(=O)N3CCCC3)cc2)cc1	-2%	-0.4	87	2	-4	-1%	2.7%	0.6%	2%	i	3	-2%
COC(=O)Cn1c2ccccc2c2nc3ccccc3nc21	10%	0.7	73	x	x	-9%	-1.8%	0.8%	3%	x	x	12%
CCCSCCCNC(=O)c1cc2c(s1)CS(=O)(=O)C2	-3%	-0.7	51	15	-23	3%	3.0%	-1.3%	2%	i	-3	3%
Nc1cc(Cl)ccc1N1CCCCC1	-2%	1.1	31	1	-2	-6%	0.5%	0.7%	2%	i	-2	-4%
Clc1ccc(NCc2cccnc2)cc1	5%	-1.3	63	x	x	1%	0.2%	5.1%	3%	x	x	5%
Cn1c(CCN2CCOCC2)nc2cc(NC(=O)COc3ccc([N+](=O)[O-])cc3)ccc21	-8%	0.9	61	x	x	-8%	2.2%	-1.1%	8%	x	x	-2%
COc1ccc2[nH]cc(S(=O)(=O)c3ccc(F)cc3)c(=O)c2c1	-5%	2.6	56	-6	-4	-7%	-0.6%	0.3%	2%	i	7	0%
COc1ccc(Cl)cc1NC(=S)N1CCCCCC1	-5%	0.6	65	x	x	-6%	-0.3%[50 µM]	2.4%	-6%	x	x	6%
